C diff growth – C. difficile growth inhibitors, primary screen, HTS | Clostridium difficile clinical isolate growth, OD600, 24 h; hits give low values | growth activity, negative = inhibition, % at 16 µg/mL (by protocol) | 86,000 tested, 0.25% active | AID 1259249, 2017;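 active means mean growth activity at or below -80% and every replicate also at or below -80%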;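 further: 0% = DMSO wells and -100% = levofloxacin 16 µg/mL wells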
Tcruzi prolif – T. cruzi intracellular proliferation inhibitors, primary screen, cell-based, beta-gal Tulahuen parasites, NIH3T3 host, luminescence. T. cruzi beta-gal in NIH3T3, GalScreen luminescence, 90 h. inhibition, % at 8.34 µM. 77,000 tested, 5.9% active;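 active means mean inhibition above about 93%, with at least 55% of replicates each passing it, limit read from the data, passing the limit was not always enough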
KDM4C inh – inhibitors of GASC-1 (KDM4C) histone demethylase, primary screen, biochemical, single concentration HTS; Lysine-specific demethylase 4C (Homo sapiens), Q9H3R0; GST-KDM4C 2-372, H3K9me3 peptide, LANCE TR-FRET; inhibition, % at 12.5 µM; 96,000 tested, 0.15% active;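 active means mean replicate inhibition above about 25%, with at least 55% of replicates also reaching it, limit read from the data, passing the limit was not always enough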
Target sequence (Q9H3R0 2-372 limits assumed): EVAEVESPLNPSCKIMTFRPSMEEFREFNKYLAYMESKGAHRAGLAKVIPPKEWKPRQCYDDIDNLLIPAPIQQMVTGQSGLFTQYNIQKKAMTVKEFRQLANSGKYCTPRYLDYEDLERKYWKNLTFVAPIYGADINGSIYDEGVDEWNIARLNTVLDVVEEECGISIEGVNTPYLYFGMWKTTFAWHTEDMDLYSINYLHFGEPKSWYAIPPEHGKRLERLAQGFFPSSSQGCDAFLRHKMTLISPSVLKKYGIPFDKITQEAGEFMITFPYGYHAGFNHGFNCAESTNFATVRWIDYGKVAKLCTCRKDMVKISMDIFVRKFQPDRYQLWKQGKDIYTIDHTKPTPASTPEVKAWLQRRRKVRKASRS
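Material: GST-tagged GASC-1 (JMJD2C) catalytic fragment, aa 2-372. Input: enzyme final amount 10 nM. Medium: HEPES buffer, pH 7.5, plus ascorbate. Reagent: H3K9me3 peptide substrate, Fe(II), 2-oxoglutarate. Doses: single dose. Times: reaction 30 min RT, detection step 1 h RT. Measured by: LANCE TR-FRET. Evaluation: Fall in 671/618 emission ratio as inhibition.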
Pf Dd2 growth – P. falciparum Dd2 growth inhibitors, primary screen, SYBR Green fluorescence, single dose replicates | 72 h; hits give low values | activity change, % at 10 µM | 94,000 tested, 2.3% active | AID 1159554, 2015; in the data active means activity change below about -80%
* marks the source's active call; other numbers are inactive results; nt = not tested or not shown; & = joins results of further samples; ! = not active in a repeat.

compound,C diff growth,KDM4C inh,Pf Dd2 growth,Tcruzi prolif
C[C@@H]1CN([C@H](C)CO)S(=O)(=O)c2ccc(Br)cc2O[C@H]1CN(C)C(=O)C1CCCCC1,-3&-4,1.2,-23&-17,100*!
O=C(CC(F)(F)F)N1C[C@@H]2[C@H](c3ccccc31)[C@H](CO)N2C(=O)C1CC1,-2,5.3,-4,7
CNC(=O)C[C@@H]1CC[C@@H]2[C@@H](COc3ccc(NC(=O)c4cscn4)cc3C(=O)N2C)O1,3,-0.1,-21,68
O=C(CN1CCOCC1)N[C@@H]1CC[C@@H](CCn2cc(C3CCCCC3)nn2)O[C@@H]1CO,7,-3.2,19,0
COc1ccc(NC(=O)Nc2ccc3c(c2)CC(=O)N([C@@H](C)CO)C[C@@H](C)[C@@H](CN(C)S(=O)(=O)c2cccs2)O3)cc1,-7,-0.3,-10,0
O=C(C[C@H]1C[C@@H]2c3cc(NC(=O)C4CCOCC4)ccc3O[C@@H]2[C@H](CO)O1)NC1CCCCC1,4,-1.2,12,-16
CN(C)C(=O)C[C@@H]1C[C@H]2c3cc(NS(=O)(=O)c4ccc(F)cc4)ccc3O[C@H]2[C@H](CO)O1,0,2.3,0,104*
C[C@H](CO)N1C[C@H](C)[C@H](CN(C)C)Oc2ccc(NS(=O)(=O)c3ccc(Cl)cc3)cc2C1=O,0,1.4,0,nt
O=S(=O)(N[C@H]1CC[C@H](CCn2cc(C3(O)CCCC3)nn2)O[C@@H]1CO)c1ccccc1,-2,-2.1,-5,-27
C[C@@H]1CCCCO[C@H](CN(C)S(=O)(=O)c2cn(C)cn2)[C@@H](C)CN([C@H](C)CO)C(=O)c2cc(NC(=O)Cc3ccccc3)ccc2O1,-3,-0.7,-2,-37
O=C(Nc1cccc(Cl)c1)N1C[C@@H]2[C@H](c3ccccc31)[C@H](CO)N2C(=O)c1cccnc1,-3,1.5,-7,20
COCC(=O)NC[C@H]1[C@H](c2ccc(C3=CCCC3)cc2)[C@@H](CO)N1C(=O)C1CC1,11,0.4,9,69
C[C@H](CO)N1C[C@H](C)[C@@H](CN(C)S(=O)(=O)c2ccc(Cl)cc2)Oc2ccc(NC(=O)CCN3CCOCC3)cc2C1=O,-1,1.6,-19,10
C[C@H](CO)N1C[C@H](C)[C@@H](CN(C)Cc2ccc(C(=O)O)cc2)Oc2ccc(NC(=O)Cc3ccccc3)cc2CC1=O,-3,0.2,-11,-34
C[C@@H](O)C#Cc1ccc([C@@H]2[C@H](CO)N3CCCCN(C(=O)c4ccc5c(c4)OCO5)C[C@@H]23)cc1,-4,-0.7,2,36
C[C@@H]1CN([C@H](C)CO)C(=O)Cc2cc(NS(=O)(=O)c3cccs3)ccc2O[C@H]1CN(C)S(=O)(=O)c1ccc(Cl)cc1,-8,-2.2,-11,18
CCNC(=O)C[C@@H]1C=C[C@H](NS(=O)(=O)c2ccc(C)cc2)[C@H](CO)O1,0,-0.4,15,40
CCCC#Cc1ccc([C@@H]2[C@H]3CN(C(=O)NCCC)CC(=O)N3[C@H]2CO)cc1,-8,-0.7,-15,nt
C[C@@H]1CN([C@@H](C)CO)C(=O)c2cc(C#Cc3cccc(F)c3)cnc2O[C@H]1CN(C)C(=O)C1CC1,-1,-0.7,-36,87
C[C@@H]1CCCCO[C@@H](CN(C)S(=O)(=O)c2ccc(F)cc2)[C@H](C)CN([C@@H](C)CO)C(=O)c2cc(NC(=O)Cc3ccccc3)ccc2O1,-3,-0.2,-59,67
C[C@H]1CN([C@@H](C)CO)C(=O)Cc2cc(NC(=O)Cc3ccccc3)ccc2O[C@@H]1CN(C)C(=O)Nc1ccc(F)cc1,1&-5,-0.3,0,nt
C[C@@H]1CN([C@H](C)CO)C(=O)Cc2cc(NC(=O)Nc3cccc4ccccc34)ccc2O[C@@H]1CN(C)S(=O)(=O)c1ccccc1,-4,-2.0,13,30
C[C@@H]1CN([C@H](C)CO)C(=O)c2cccc(NC(=O)C3CCCCC3)c2O[C@@H]1CN(C)Cc1ccncc1,1,-0.7,23,26
O=C(CN1CCOCC1)N[C@H]1CC[C@H](CCNC(=O)C2CCCCC2)O[C@@H]1CO,0,-0.2,17,nt
CCCC#Cc1ccc([C@H]2[C@@H](CO)N3C(=O)CN(C(=O)Nc4ccccc4F)C[C@H]23)cc1,-12,0.5,-4,nt
CCCNC(=O)C[C@@H]1C[C@@H]2c3cc(NC(=O)CN(C)C)ccc3O[C@@H]2[C@@H](CO)O1,-2,-0.6,18,28
C[C@H]1CN([C@@H](C)CO)C(=O)c2cccc(NS(=O)(=O)c3ccccc3)c2O[C@H]1CN(C)C(=O)Nc1ccc(F)cc1,-4,0.4,-13,6
C[C@@H]1CN([C@@H](C)CO)C(=O)CCCn2cc(nn2)CO[C@H]1CN(C)C(=O)c1ccc2ccn(C)c2c1,3&1,0.3,8&-5,-18&-11
C[C@H](NC(=O)[C@H]1N[C@H]2c3ccc(C4=CCCCC4)c(=O)n3C[C@H]2[C@@H]1CO)c1ccccc1,0,1.0,11,18
Cc1noc(C)c1S(=O)(=O)Nc1ccc2c(c1)CC(=O)N([C@H](C)CO)C[C@H](C)[C@@H](CN(C)CC1CC1)O2,-1,2.0,12,-15
CO[C@@H]1CN(C)C(=O)c2cc(NS(C)(=O)=O)ccc2OC[C@@H](C)N(Cc2ccccn2)C[C@H]1C,nt,1.0,nt,-21
C[C@@H]1CN([C@@H](C)CO)C(=O)c2cc(-c3cccc(F)c3)cnc2O[C@H]1CN(C)Cc1ccccn1,0,3.9,33,nt
C[C@@H](O)C#Cc1ccc2c(c1)O[C@@H](CN(C)C(=O)CC1CC1)[C@@H](C)CN([C@@H](C)CO)S2(=O)=O,5,nt,nt,-28
CNC[C@H]1OCCCC[C@H](C)Oc2ccc(NS(C)(=O)=O)cc2C(=O)N([C@@H](C)CO)C[C@H]1C,0,2.1,26,22
Cc1noc(C)c1NC(=O)N(C)C[C@H]1Oc2cc(C#CCC(C)C)ccc2S(=O)(=O)N([C@@H](C)CO)C[C@@H]1C,-1,0.1,-33,50
C[C@H]1CN([C@@H](C)CO)C(=O)c2cc(C#Cc3cccnc3)cnc2O[C@H]1CN(C)Cc1ccc(F)cc1,3&2,-2.3,-43&-18,4
COc1cccc(S(=O)(=O)N2C[C@H](O)COC[C@H]3O[C@H](CC(=O)N4CCCCC4)CC[C@@H]32)c1,3,2.5,1,-27
CCC(=O)Nc1ccc2c(c1)C(=O)N(C)C[C@@H](OC)[C@@H](C)CN(C(=O)COC)[C@H](C)CO2,nt,1.5,25,nt
O=C([C@H]1[C@H](CO)[C@H]2Cn3c(ccc(-c4cccnc4)c3=O)[C@@H]1N2CCC(F)(F)F)N1CCCCC1,-1,0.9,4,-2
C[C@@H]1CN([C@@H](C)CO)C(=O)c2ccccc2-c2ccccc2CO[C@@H]1CN(C)S(=O)(=O)c1ccccc1F,-7,0.3,23,30
COc1cccc(CNC(=O)C[C@@H]2CC[C@@H]3[C@@H](COc4ccc(NS(=O)(=O)c5ccccc5F)cc4C(=O)N3C)O2)c1,-17,-1.1,27,-35
CCS(=O)(=O)N1CC(=O)N2[C@@H](CO)[C@H](c3ccc(C#Cc4ccc(F)cc4)cc3)[C@@H]2C1,1,-2.9,-5,nt
CS(=O)(=O)N1CCCCN2[C@H](CO)[C@H](c3ccc(C4=CCCC4)cc3)[C@@H]2C1,-3,-1.0,23,51
CCCN1C[C@H](C)[C@H](OC)CN(C)C(=O)c2ccc(NC(=O)c3cccc(OC)c3)cc2OC[C@@H]1C,-2,0.7,31,-19
Cc1noc(C)c1S(=O)(=O)Nc1ccc2c(c1)C(=O)N([C@H](C)CO)C[C@@H](C)[C@@H](CN(C)C(=O)CCCN(C)C)OCCCC[C@H](C)O2,-2,2.2,57,6
CCN1[C@@H]2c3ccc(C4=CCCC4)c(=O)n3C[C@@H]2[C@@H](CO)[C@@H]1C(=O)NCCc1ccccc1,-1,7.3,1,38
COc1ccc2c3c(n(C)c2c1)[C@H](CO)N(C(=O)Nc1ccc(F)cc1)CC31CCN(S(=O)(=O)c2cccs2)CC1,-1,-0.5,-86*,nt
CN1c2ccc(Br)cc2[C@@H]2[C@@H](CCN2S(=O)(=O)c2ccccc2F)[C@@H]1CO,76,-0.6,18,72
C/C=C/c1ccc([C@H]2[C@@H](CO)N(C(C)=O)C23CN(C(=O)NC2CCCC2)C3)cc1,-1,0.5,-22,nt
CC(C)NC(=O)N(C)C[C@H]1Oc2cc(C#CC(C)(C)O)ccc2S(=O)(=O)N([C@@H](C)CO)C[C@@H]1C,6,0.0,24,14
COCC(=O)N1CC[C@H]2[C@H](CO)Nc3ccc(C#Cc4ccccc4)cc3[C@H]21,11,0.3,14,46
CCCC(=O)N1CC2(C1)CN(C(=O)C1CCCCC1)[C@H](CO)c1[nH]c3cc(OC)ccc3c12,-3,-0.5,-28,nt
C[C@H](CO)N1C[C@H](C)[C@H](CN(C)C(=O)c2cccc(F)c2)Oc2ncc(/C=C/c3ccccc3)cc2C1=O,-2,-4.4,-70,107*
C/C=C/c1cnc2c(c1)C(=O)N([C@H](C)CO)C[C@@H](C)[C@H](CN(C)C(=O)CN1CCOCC1)O2,1,0.6,-4,21
C[C@@H]1CN([C@@H](C)CO)S(=O)(=O)c2ccc(C#Cc3ccccc3)cc2O[C@@H]1CN(C)C(=O)Nc1ccccc1,12,-3.8,-58,113*
C[C@@H]1CN([C@H](C)CO)S(=O)(=O)c2ccc(-c3ccc(C(=O)N(C)C)cc3)cc2O[C@@H]1CN(C)C,-6,3.1,10,-54
Cc1noc(C)c1NC(=O)N[C@@H]1CC[C@H](CC(=O)N2CCN(C)CC2)O[C@H]1CO,-2,0.4,4,-18
C[C@@H]1CN([C@H](C)CO)S(=O)(=O)c2ccc(C3=CCCCC3)cc2O[C@H]1CN(C)C(=O)C1CCCCC1,4,8.6,-54,109*
C[C@@H]1CN([C@H](C)CO)C(=O)c2cccc(NS(=O)(=O)c3ccccc3)c2O[C@H]1CN(C)Cc1ccc(C(F)(F)F)cc1,4,3.1,-56,35
CO[C@@H]1CN(C)C(=O)c2cc(NC(=O)c3ccccc3)ccc2OC[C@@H](C)N(CC2CC2)C[C@@H]1C,2,0.9,-12,-56

A run of entries from the list above:
compound,C diff growth,KDM4C inh,Pf Dd2 growth,Tcruzi prolif
CNC[C@H]1OCCCC[C@H](C)Oc2ccc(NS(C)(=O)=O)cc2C(=O)N([C@@H](C)CO)C[C@H]1C,0,2.1,26,22
Cc1noc(C)c1NC(=O)N(C)C[C@H]1Oc2cc(C#CCC(C)C)ccc2S(=O)(=O)N([C@@H](C)CO)C[C@@H]1C,-1,0.1,-33,50
C[C@H]1CN([C@@H](C)CO)C(=O)c2cc(C#Cc3cccnc3)cnc2O[C@H]1CN(C)Cc1ccc(F)cc1,3&2,-2.3,-43&-18,4
COc1cccc(S(=O)(=O)N2C[C@H](O)COC[C@H]3O[C@H](CC(=O)N4CCCCC4)CC[C@@H]32)c1,3,2.5,1,-27
CCC(=O)Nc1ccc2c(c1)C(=O)N(C)C[C@@H](OC)[C@@H](C)CN(C(=O)COC)[C@H](C)CO2,nt,1.5,25,nt

Following part.
compound,C diff growth,KDM4C inh,Pf Dd2 growth,Tcruzi prolif
C[C@H](CO)N1C[C@H](C)[C@H](CN(C)C(=O)c2ccc3c(c2)OCO3)Oc2cc(-c3cccnc3)ccc2S1(=O)=O,1,-0.6,-10,-52
CC(C)NC(=O)N[C@@H]1CC[C@H](CC(=O)O)O[C@H]1CO,nt,0.1,4,8
CC(C)C#Cc1cnc2c(c1)C(=O)N([C@@H](C)CO)C[C@H](C)[C@@H](CN(C)Cc1cccc(F)c1)O2,4,nt,-42,26
C[C@H](CO)N1C[C@H](C)[C@H](CN(C)Cc2ccccc2)Oc2ncc(C#Cc3ccc(F)cc3)cc2C1=O,23,18,-26,55

Source: PubChem (Broad Institute)
